# TAAR1 ag – human TAAR1 agonism; Q96RJ0; activation, % at 3 µM; hit rate 0.99% among 360,000; CHO RD-HGA16 TAAR1, Fluo-8 calcium fluorescence; vehicle wells 0%, saturating PEA agonist 100%;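 active = activation above the mean activation of all test compounds in the run plus 3 SD, cut at about 38% in these data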
# Target sequence (Q96RJ0 whole entry, looked up): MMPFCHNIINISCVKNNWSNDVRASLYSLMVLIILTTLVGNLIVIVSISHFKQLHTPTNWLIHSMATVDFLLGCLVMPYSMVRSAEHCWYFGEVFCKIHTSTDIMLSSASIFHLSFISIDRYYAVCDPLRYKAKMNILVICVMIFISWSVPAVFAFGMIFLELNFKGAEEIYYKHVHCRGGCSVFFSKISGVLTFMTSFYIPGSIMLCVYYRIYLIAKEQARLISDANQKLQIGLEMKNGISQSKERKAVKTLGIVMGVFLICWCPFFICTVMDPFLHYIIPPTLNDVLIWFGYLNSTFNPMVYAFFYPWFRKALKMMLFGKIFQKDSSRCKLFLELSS
#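 Benchmarks: low control DMSO, high control PEA (EC100); System: CHO RD-HGA16 cells carrying human TAAR1 plus Gα16; Detection: Fluo-8 fluorescence, 5 s baseline then 140 s kinetic read; Schedule: 17-24 h plating, Fluo-8 75 min 37 °C, 30 min RT; Read-out basis: % activation from peak over basal fluorescence ratio, DMSO-to-PEA scaled.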
# CRFBP-R2 agonist – agonists of human CRF-binding protein/CRF-R2 receptor complex | activation, % at 13.2 µM | hit rate 0.46% among 350,000 | HEK293 CRF-R2/CRF-BP, calcium dye fluorescence (FLIPR); percent of saturating CRF peptide response;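 active = activation of at least 50%, plus an integration ratio under a set limit after plate pattern correction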;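 also: plate controls were neutral control wells without compound for no effect and CRF at EC100 for full effect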
# CHRM5 agonist – CHRM5 agonism in calcium assay | CHO-K1 hM5 cells, Fluo-8 calcium fluorescence; 0% DMSO wells, 100% maximal acetylcholine response | hit rate 0.19% among 360,000 | activation, % at 3 µM;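 active = activation above the run's mean over test compounds plus 3 SD, cut at about 23% in these data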;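 also: signal is peak over basal fluorescence ratio across the kinetic read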
# TAAR1 antag – human TAAR1 antagonism; Q96RJ0; CHO RD-HGA16 TAAR1, Fluo-8 calcium fluorescence, antagonist; inhibition, % at 3 µM; hit rate 1.5% among 360,000;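 active = inhibition above a per-plate cutoff, the mean inhibition of test compounds on that plate plus 3 SD, cut at about 49% in these data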;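 also: 0% = DMSO plus EC80 beta-PEA response and 100% = DMSO alone without agonist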
#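 Material: RD-HGA16 CHO cells with stable hTAAR1 and Gα16; Dosing: single nominal final test compound concentration of 3 µM; Schedule: seeding 17-24 h prior, 75-min 37 °C, 30-min RT dye loading; Detection: kinetic Fluo-8 calcium fluorescence measurement; Measure: % inhibition from peak post-agonist over basal fluorescence ratio; Benchmarks: vehicle and agonist controls.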
# CHRM4 PAM – positive allosteric modulators of human muscarinic M4 receptor | activation, % at 3 µM | CHO-K1 hM4/Gqi5, Fluo-8 calcium fluorescence, ACh EC20; 0% = ACh EC20, 100% = maximal ACh | hit rate 0.4% among 360,000 | P08173;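 active = activation above its plate's cutoff, the mean activation of sample wells plus 3 SD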; also: some results filed as inactive read as strong as hits
# Target sequence (P08173 whole entry, looked up): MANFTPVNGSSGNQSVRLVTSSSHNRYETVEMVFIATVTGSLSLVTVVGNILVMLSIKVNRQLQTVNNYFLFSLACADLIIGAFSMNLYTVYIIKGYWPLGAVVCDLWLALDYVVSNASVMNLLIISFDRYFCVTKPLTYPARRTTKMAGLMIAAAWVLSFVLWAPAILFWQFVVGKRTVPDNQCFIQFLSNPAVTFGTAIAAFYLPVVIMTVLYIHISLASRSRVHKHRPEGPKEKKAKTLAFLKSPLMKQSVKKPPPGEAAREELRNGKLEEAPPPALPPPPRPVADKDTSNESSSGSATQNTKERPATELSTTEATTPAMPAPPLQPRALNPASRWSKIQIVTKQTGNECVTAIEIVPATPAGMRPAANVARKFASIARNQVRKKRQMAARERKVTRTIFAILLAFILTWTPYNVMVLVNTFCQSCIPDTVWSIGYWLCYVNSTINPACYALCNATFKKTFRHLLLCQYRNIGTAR
# M5 antag – blocks acetylcholine activation of human M5 receptor. inhibition, % at 3 µM. CHO-hM5 cells, Fluo-8 calcium fluorescence, ACh EC80. AID 624040. hit rate 0.59% among 360,000;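 active = inhibition above a per-plate cutoff, the mean of that plate's test compounds plus 3 SD, cut at about 27% in these data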;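 also: 0% = acetylcholine EC80 with DMSO and 100% = DMSO without agonist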
# CRFR2-BP antag – blocks CRF-induced signaling of the CRF-BP/CRF-R2 complex; inhibition, % at 11.8 µM; HEK293 CRF-R2/CRF-BP, CRF-induced calcium fluorescence; hit rate 0.59% among 350,000;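 active = inhibition of the ligand-induced calcium signal above about 50% at the single tested concentration, limit read from the data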
# CHO-K1 Ca PAM – M1 PAM counterscreen hit in parental CHO-K1 cells. ATP EC20, Fluo-8 calcium fluorescence; 0% at ATP EC20, 100% at ATP max. AID 602247. activation, % at 3 µM. hit rate 0.02% among 360,000;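 active = activation above the run cutoff, the mean activation of all test compounds plus 3 SD, cut at about 40% in these data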;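 also: peak over basal fluorescence ratio in a 140 s read after ATP addition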
# M5 PAM – CHRM5 positive allosteric modulation; P08912; CHO-K1 hM5, Fluo-8 calcium, ACh EC20 PAM; 0% = ACh EC20, 100% = ACh EC100; activation, % at 3 µM; hit rate 0.3% among 360,000;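 active = activation above the run cutoff, the mean activation of all test compounds plus 3 SD, cut at about 18% in these data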
#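 Replicates: One well per compound, no replicates | System: Human M5 receptor in CHO-K1 cells | Benchmarks: Low control EC20 acetylcholine (0%), high control EC100 acetylcholine (100%) | Probe or stimulus: Acetylcholine, EC20 level | Times: Fluo-8 loading 80 min at 37 °C plus 30 min room temperature | Signal: Intracellular calcium via Fluo-8 fluorescence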
# * marks the source's active call; other numbers are inactive results; x = no result given.
# Value order – TAAR1 ag	CRFBP-R2 agonist	CHRM5 agonist	TAAR1 antag	CHRM4 PAM	M5 antag	CRFR2-BP antag	CHO-K1 Ca PAM	M5 PAM
1	CCc1ccc(N(CC(=O)NC2CCCCC2)C(=O)CNC(=O)c2ccco2)cc1
→ -4	-0.1	-4	8	-6	18	37	-9	-1
2	Cc1ccc(C)c(NC(=O)COC(=O)CC2c3ccccc3CCN2S(=O)(=O)c2ccc(F)cc2)c1 (stereo not given)
→ x	2.2	-3	x	6	4	-5	5	-3
3	Cc1ccccc1-c1nc(CS(=O)CC(=O)NCCc2ccc(Cl)cc2)c(C)o1 (stereo not given)
→ 18	-0.1	-5	-17	0	3	-1	12	-5
4	NC(=O)c1c(NC(=O)c2ccccc2Cl)sc2c1CCC2
→ -1	-0.8	-1	-13	-1	6	-2	14	2
5	O=C(CCNC(=O)C1CCN(S(=O)(=O)c2ccccc2)CC1)NCc1cccc(C(F)(F)F)c1
→ 2	0.1	-2	-1	-1	-7	-2	13	2
6	Cc1ccc(S(=O)(=O)N2CCCC2)cc1C(=O)N1CCC(C)CC1
→ 1	-0.8	-3	-16	7	7	0	8	2
7	CNc1cc(N2CCCC2)ccc1[N+](=O)[O-]
→ 2	-0.3	1	-6	2	-7	2	22	2
8	O=C(Cc1ccc(NC(=O)C2CCN(C(=O)C3CCC3)CC2)cc1)Nc1cccc(C(=O)N2CCCCC2)c1
→ 0	1.2	0	-15	-5	2	1	-5	-1
9	O=C1c2ccccc2C(O)(c2ncc[nH]2)N1C1CCCCC1 (stereo not given)
→ 5	-0.1	2	2	7	-5	-3	8	9
10	COc1ccc(CNC(=O)c2ccncc2)cc1
→ 1	-0.6	-1	-5	-2	0	3	6	2
11	CCN(CC)S(=O)(=O)c1cccc(NC(=O)COC(=O)c2cc(=O)c3ccccc3o2)c1
→ 5	-2.6	4	-21	-9	2	11	16	-3
12	Cn1cccc1Cc1nnc(SCC(=O)Nc2ccccc2F)n1CCc1ccccc1
→ 1	0.4	1	-10	5	2	-1	13	-2
13	O=C(NCc1ccccn1)C(=O)NCC1OCCN1S(=O)(=O)c1ccc(F)cc1 (stereo not given)
→ 2	-0.7	0	-2	9	-18	5	-6	11
14	CCn1nnnc1SCC(=O)NNC(=O)C1CCCCC1
→ 1	-1.3	3	10	19	-15	5	20	9
15	Cc1cc(C)c2c(c1)cc(C)c1nnc(SCC(=O)Nc3ccc(S(=O)(=O)N4CCCCC4)cc3)n12
→ 0	-0.5	-5	2	-11	4	-13	5	-6
16	COc1ccc(C(C)=O)cc1Cn1c(C)c(C(=O)NCc2cccc(C)c2)sc1=O
→ 0	x	-2	14	-4	-7	x	5	-9
17	COc1ccc(N2CC(C(=O)Nc3cccc(S(=O)(=O)N4CCCC4)c3)CC2=O)c(OC)c1 (stereo not given)
→ 0	2.2	0	4	5	4	10	-5	0
18	O=C(c1ccc(Oc2ccc([N+](=O)[O-])cc2Cl)cc1)N1CCCC1
→ 4	1.1	0	-20	1	-11	12	17	5
19	CCOc1ccccc1NC(=O)c1oc2ccccc2c1NC(=O)C1CCCO1 (stereo not given)
→ 0	9.6	1	31	1	7	11	-14	-5
20	COc1ccc(-n2c(C)ccc2C)c([N+](=O)[O-])c1
→ -1	-1.1	-9	-16	4	4	12	27	2
21	C[C@@H]1ON(C)[C@H]2C[C@H]3c4[nH]c5ccccc5c4CCN3C[C@@H]12
→ 1	1.1	2	-8	1	-3	-1	18	4
22	Cc1nc2cc(-c3cccs3)[nH]n2c(=O)c1C
→ x	0.1	-1	x	0	-2	3	13	0
23	C=CCNC(=S)/N=c1/scc(C)n1C
→ 11	0.8	-5	7	-2	6	13	-16	-3
24	Cc1ccc(C(NC(=O)c2ccccc2)C(Cl)Cl)cc1 (stereo not given)
→ 2	-0.9	3	-16	-9	0	14	18	-11
25	Cc1ccc(S(=O)(=O)N2CCOCC2)cc1NC(=O)c1cc([N+](=O)[O-])ccc1N1CCOCC1
→ 1	0.3	2	-26	8	0	-1	-6	3
26	Cc1[nH]c2ccc(C(=O)NCCCN(C)C3CCCCC3)cc2c1C
→ 1	-1.9	-5	-24	0	4	0	-5	-1
27	COc1cc(CN2CCC(Cc3ccccc3)CC2)cc(OC)c1OC
→ 0	-2.6	-15	-9	-9	8	-8	-14	0
28	O=C(COC(=O)c1cc(Cl)ccc1Cl)NCCN1C(=O)CSC1=O
→ 4	-1.1	-4	-2	3	-8	8	8	3
29	COc1cccc(/C=C2\SC(=S)N(CCC(=O)N3CCCCC3CCO)C2=O)c1 (stereo not given)
→ 7	-1.4	-2	33	-2	-6	-13	-1	-2
30	CC1(C(=O)Nc2cccc(OC(F)(F)F)c2)Cc2c(-c3cccc(C(N)=O)c3)ccnc2O1 (stereo not given)
→ 5	x	3	2	1	4	x	23	-6
31	CCOc1ccc2c(c1)C(C)=CC(C)(C)N2S(=O)(=O)c1ccc(NC(C)=O)cc1
→ 8	0.4	-2	6	-1	10	14	21	-4
32	COc1ccc2c(c1)CC/C2=N\OC(=O)c1ccccc1C
→ 9	0.1	0	-4	8	5	11	-14	-2
33	Cc1cnc(=O)[nH]c1SCc1cccc(C(F)(F)F)c1
→ 0	-1.4	0	-28	-1	5	-11	-6	-4
34	O=C(NC1CCCc2ccccc21)C1CCN(S(=O)(=O)c2cccc(C(F)(F)F)c2)CC1 (stereo not given)
→ 4	-1.7	-2	-14	8	0	19	11	-2
35	CC1CCN(c2ccc(N3C(=O)C4CCCCC4C3=O)cc2[N+](=O)[O-])CC1 (stereo not given)
→ 9	0.3	1	-4	-2	5	-34	4	-2
36	CCN1C(=O)[C@H]2[C@@H](c3ccc(-c4cccc(Cl)c4)cc3)N3CCCC[C@@]3(C(=O)OC)[C@H]2C1=O
→ 3	1.1	6	-4	9	-2	-12	17	3
37	C=CCNc1scc(-c2ccccc2)[n+]1CC=C
→ 2	1.5	-14	-25	-9	8	6	19	-2
38	Cc1ccc(C(=O)Nc2ccc(S(=O)(=O)N3CCN(C)CC3)cc2)o1
→ x	0.1	0	x	7	-2	3	-1	-1
39	COc1ccc(-c2c(C)cc3oc(=O)cc(-c4ccccc4)c3c2C)cc1
→ -1	7.0	0	-3	-6	-2	13	4	-4
40	O=C(Nc1ncn[nH]1)c1ccc(S(=O)(=O)N2CCOCC2)cc1
→ 3	-0.6	-1	-29	-4	6	-10	16	-3
41	COCCn1c(SCC(=O)N(C)c2ccccc2)nc2c([nH]c3ccccc32)c1=O
→ 5	-0.3	0	28	2	-1	-3	-27	-6
42	COc1ccc(C(=O)NCCS(=O)(=O)N2CCc3ccccc3C2)c(OC)c1
→ 1	0.1	3	11	4	4	7	-2	-2
43	Cc1cc(C)n2nc(C(=O)OCC(=O)NCc3ccc(F)cc3)nc2n1
→ 6	-0.6	4	1	-3	11	5	-9	-15
44	O=Cc1c(NCCc2ccc(F)cc2)c2ccccc2[nH]c1=O
→ 30	-0.1	0	9	-1	4	-1	19	0
45	COC(=O)c1ccc(N2CCC(c3cc(-c4ccc(OC)cc4)n[nH]3)CC2)c([N+](=O)[O-])c1
→ 18	-0.4	-1	24	-2	5	-36	13	-6
46	N/C(=N/OC(=O)c1ccccc1Cl)c1ncc([N+](=O)[O-])s1
→ 0	-0.7	-4	5	-3	2	-1	11	1
47	COc1cc(OC)cc(C(=O)Nc2ccc(S(=O)(=O)Nc3cc(C)on3)cc2)c1
→ 2	4.0	-2	-20	-2	5	32	14	1

# Structural class: the compounds so far with a CF3 group (4)
# Value order – TAAR1 ag	CRFBP-R2 agonist	CHRM5 agonist	TAAR1 antag	CHRM4 PAM	M5 antag	CRFR2-BP antag	CHO-K1 Ca PAM	M5 PAM
5	O=C(CCNC(=O)C1CCN(S(=O)(=O)c2ccccc2)CC1)NCc1cccc(C(F)(F)F)c1
→ 2	0.1	-2	-1	-1	-7	-2	13	2
30	CC1(C(=O)Nc2cccc(OC(F)(F)F)c2)Cc2c(-c3cccc(C(N)=O)c3)ccnc2O1 (stereo not given)
→ 5	x	3	2	1	4	x	23	-6
33	Cc1cnc(=O)[nH]c1SCc1cccc(C(F)(F)F)c1
→ 0	-1.4	0	-28	-1	5	-11	-6	-4
34	O=C(NC1CCCc2ccccc21)C1CCN(S(=O)(=O)c2cccc(C(F)(F)F)c2)CC1 (stereo not given)
→ 4	-1.7	-2	-14	8	0	19	11	-2

# One compound at a time, from the list above. Order of values: TAAR1 ag, CRFBP-R2 agonist, CHRM5 agonist, TAAR1 antag, CHRM4 PAM, M5 antag, CRFR2-BP antag, CHO-K1 Ca PAM, M5 PAM
# Entry for COC(=O)c1ccc(N2CCC(c3cc(-c4ccc(OC)cc4)n[nH]3)CC2)c([N+](=O)[O-])c1 : 18, -0.4, -1, 24, -2, 5, -36, 13, -6
# Entry for Cc1cnc(=O)[nH]c1SCc1cccc(C(F)(F)F)c1 : 0, -1.4, 0, -28, -1, 5, -11, -6, -4
# Entry for O=C(Nc1ncn[nH]1)c1ccc(S(=O)(=O)N2CCOCC2)cc1 : 3, -0.6, -1, -29, -4, 6, -10, 16, -3
# Entry for COCCn1c(SCC(=O)N(C)c2ccccc2)nc2c([nH]c3ccccc32)c1=O : 5, -0.3, 0, 28, 2, -1, -3, -27, -6
# Entry for N/C(=N/OC(=O)c1ccccc1Cl)c1ncc([N+](=O)[O-])s1 : 0, -0.7, -4, 5, -3, 2, -1, 11, 1
